Source: PubChem BioAssay (National Center for Advancing Translational Sciences (NCATS))
FUS yeast rescue – rescues growth of FUS-expressing yeast; S. cerevisiae FUS-expressing, growth rescue, OD600, 24 h; Potency, µM (series often up to 76.6 µM), for inactives: at the top dose growth rescue (activation), actives largely listed as activators; 390,000 tested, 0.24% active;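 note: potency is the fitted concentration of half-maximal effect; plate controls were DMSO vehicle for no effect and reference control for full effect; nearly all actives have a fitted effect of over 55% in size; some results filed as inactive show a strong effect at the top dose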
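Yeast expressing FUS under galactose induction, OD 0.005 in 2% galactose medium; compounds in a dilution series, 24 h at 30C. Growth rescue by absorbance at 600 nm; CP55940 positive control, DMSO negative.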
PI5P4K alpha inh – blocks human PI5P4K alpha kinase activity | PI5P4Kalpha enzyme, ADP-Glo luminescence, 60 min; active compounds read low | P48426 | max response, % | 330,000 tested, 1.2% active; active = max response of -50% or lower; inconclusive = between -30% and -50%; inactive = -30% or higher; note: value at the top dose of about 77 µM; % is set by controls: 0 for no effect and ±100 for the full control effect
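Luminescence from ADP-Glo served as readout of PI5P4Kalpha activity in a qHTS format. Reaction: enzyme, substrate, compound, ATP at 5 microM final, 60 min at RT.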
EPAC1 agonist – agonists of human EPAC1; O95398; EPAC1 agonist qHTS, biochemical assay; response scale: 100% = response to 6.5 mM cAMP; Potency, µM (titrated, usually from 154 µM), without a hit: at the highest dose activation, actives largely listed as activators; 360,000 tested, 0.073% active; note: potency is the fitted concentration of half-maximal effect; nearly all actives have a fitted effect of over 60% in size
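Normalized to 6.5 mM cAMP, activity reflects EPAC1-catalysed release of BODIPY-GDP from Rap1B, followed kinetically over 30 min at 480 nm excitation, 540 nm emission. Reaction contained 100 nM EPAC1, 250 nM Rap1B-BODIPY-GDP, 50 uM GDP.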
PLK1 PBD block – inhibitors of human PLK1 polo-box domain binding; Plk1 PBD binding of FITC phosphopeptide, fluorescence polarization; Potency, µM, for the others: max response, negative = inhibition, actives largely listed as inhibitors; 360,000 tested, 2.8% active; AID 720504; note: potency is the fitted concentration of half-maximal effect; series mostly up to about 57 µM; % is set by controls: 0 for no effect and ±100 for the full control effect; nearly all actives have a fitted effect of over 65% in size
Target sequence (P53350 whole entry, looked up, the tested form may be a part): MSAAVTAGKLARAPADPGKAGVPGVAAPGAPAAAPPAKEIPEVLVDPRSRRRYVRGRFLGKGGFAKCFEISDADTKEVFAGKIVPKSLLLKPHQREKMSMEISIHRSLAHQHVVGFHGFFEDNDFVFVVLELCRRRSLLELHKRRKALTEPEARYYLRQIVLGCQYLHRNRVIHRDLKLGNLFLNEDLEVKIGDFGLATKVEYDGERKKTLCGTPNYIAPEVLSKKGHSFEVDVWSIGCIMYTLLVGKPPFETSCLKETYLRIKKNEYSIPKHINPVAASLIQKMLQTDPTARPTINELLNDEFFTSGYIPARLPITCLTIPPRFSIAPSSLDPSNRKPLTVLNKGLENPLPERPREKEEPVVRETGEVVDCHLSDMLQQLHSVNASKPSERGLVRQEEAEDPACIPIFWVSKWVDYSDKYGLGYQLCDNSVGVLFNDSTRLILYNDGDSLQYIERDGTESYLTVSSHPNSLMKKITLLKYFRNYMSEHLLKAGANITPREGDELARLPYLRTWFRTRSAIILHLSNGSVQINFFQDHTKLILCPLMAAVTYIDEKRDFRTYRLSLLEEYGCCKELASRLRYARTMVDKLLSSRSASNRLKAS
WRN inhibitor – inhibitors of human WRN helicase | 360,000 tested, 0.46% active | Q14191 | Potency, µM (top dose mostly 114 µM), inactives show top-dose activity change, negative = inhibition, usual class: inhibitors | AID 651768 | WRN helicase unwinding, fluorescent forked duplex, kinetic; note: potency is the fitted concentration of half-maximal effect; % is set by controls: 0 for no effect and ±100 for the full control effect; nearly all actives have a fitted effect of over 55% in size
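Fluorescence dequenching readout, ex 525 nm/em 598 nm, kinetic mode: forked duplex DNA (100 nM final) with adjacent fluorophore and quencher unwound by WRN (20 nM final) with 2 mM ATP. Compound preincubation 15 min, room temperature.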
Abeta rescue – A-beta toxicity reversal in yeast; yeast expressing A-beta42, growth rescue, OD600, 48 h; response scale: 0% DMSO, 100% iron-clioquinol control; Potency, µM (doses to about 46.1 µM), for the others: at the highest dose growth rescue, hits mostly activators; 410,000 tested, 0.063% active; note: potency is the fitted concentration of half-maximal effect; nearly all actives have a fitted effect of over 55% in size
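Yeast A-beta toxicity model in growth medium with pinned compounds, 48 h at 30 C; growth read as absorbance at 600 nm. Normalized to FeCl3/clioquinol equimolar mix (positive) and DMSO (negative).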
IL-2 act – activators of IL-2; IL-2 activation reporter assay, cell-based qHTS; stimulated with anti-CD3/CD4/CD28 beads; in transgenic mouse T cells; activation, % (series mostly up to about 46 µM); 360,000 tested, 0.065% active; in the data active = activation above about 50%; inconclusive = mostly about 30% to 49%; note: 0% is about no effect
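Quantitative HTS in unstimulated transgenic mouse T cells, with memory T cells as non-tolerant control and PMA/ionomycin as tolerance-bypass control. Compound pretreatment lasted 60 minutes before 18 h bead stimulation; EGFP/DsRed fluorescence read.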
EPAC1 antagonist – antagonists of human EPAC1; O95398; 360,000 tested, 0.14% active; Potency, µM (doses to about 115 µM), inactives show at the top dose activity change, negative = inhibition, hits mostly inhibitors; EPAC1 GEF assay, Rap1b-BODIPY-GDP exchange fluorescence; AID 720709;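 note: potency is the fitted concentration of half-maximal effect; plate controls were vehicle for no effect and positive control for full effect; nearly all actives have a fitted effect of over 50% in size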
* marks the source's active call; other numbers are inactive results; ? = inconclusive; nt = not tested or not shown; [ ] = remark or other dose. Unless noted, calls come from the whole dose curve; as a rule, active = well fitted curve in the direction sought with a large enough effect; inconclusive = small, poorly fitted or top-dose-only effect, or another doubt; inactive = no such curve, though single readings can be large; an effect the other way counts as inactive or inconclusive.

structure	FUS yeast rescue	PI5P4K alpha inh	EPAC1 agonist	PLK1 PBD block	WRN inhibitor	Abeta rescue	IL-2 act	EPAC1 antagonist
Cc1cc(O)c(C(C)C)cc1NC(=O)c1ccccc1Cl	nt	-7	-15%	-6%	5%	-10%	0.5	-19%
CCOC(=O)C1CCN(C(=O)COC(=O)c2cc([N+](=O)[O-])ccc2N2CCOCC2)CC1	7%	-5	-2%	-3%	-1%	12%	-4.6	-12%
CCOC(=O)C1C(=O)NC(c2ccccc2)=NC1c1ccc(C(C)C)cc1 (stereo not given)	12%	1	-14%	?	-3%	-2%	-1.7	18%
CC(C)C[C@H](NC(=O)N1CCn2c1nc1ccccc12)C(=O)NC1CCCCC1	23%	0	-4%	-16%	-6%	15%	-2.5	4%
O=C(CCc1n[nH]c(=O)[nH]c1=O)N1CCOCC1	-9%	5	3%	-14%	13%	-3%	-1.6	-19%
O=C(O)CCSc1nc(C(F)(F)F)cc(=O)n1-c1ccccc1	10%	-4	5%	-13%	-3%	7%	-1.7	-10%
COc1ccc(C2=CC(=O)C[C@H](c3ccc(Cl)cc3)C2)cc1	17%	15	-4%	-3%	-6%	-15%	-0.7	4%
CCCCCNC(=O)c1ccc2c(=O)n(CCOC)c(=O)[nH]c2c1	-28%	3	-14%	-5%	8%	0%	2.2	6%
COC(=O)CCC(=O)OC1(C)C(=O)C=C2C=C(C3CC3)N(CCN3CCOCC3)C=C2C1=O (stereo not given)	-4%	-1	6%	-3%	15%	-5%	-0.2	-17%
Cc1cccc(C)c1-n1nnnc1C1c2ccccc2C(=O)N1CCCn1ccnc1 (stereo not given)	-10%	7	10%	-9%	4%	-6%	-0.8	-3%
COc1ccc(SC[C@H](C)CN2CC[C@H](C(C)(C)C)CCC2=O)cc1	36%	1	-10%	?	-12%	-12%	-0.6	-2%
CCOC(=O)C1CCN(S(=O)(=O)CCNC(=O)c2ccccc2)CC1	-12%	-6	12%	5%	4%	-4%	0.3	2%
COc1ccc(-c2cnnc(N/N=C/c3ccc(O)c(OC)c3)n2)cc1	5%	6	0%	-14%	-9%	-5%	1.8	0%
CSc1ncnc2c1ncn2CCCN1CCN(Cc2c(C)cc(C)cc2C)CC1	14%	5	-9%	6%	-3%	-5%	-4.0	-18%
COc1ccccc1NC(=O)CCCN1C(=O)C2CC=CCC2C1=O (stereo not given)	nt	-6	0%	5%	-6%	10%	-1.9	-12%
O=C(O)/C=C/c1cn(-c2ccccc2)nc1-c1cc2ccccc2oc1=O	-28%	0	-15%	3%	-6%	6%	-1.6	-5%
COC(=O)[C@@]1(Cc2ccc(F)cc2)[C@H]2c3cc(C(=O)N4CCCC4)n(Cc4ccc(Cl)c(C(F)(F)F)c4)c3C[C@H]2CN1C(=O)c1ccccc1	?	16	-19%	5%	-4%	9%	-0.7	-18%
O=C(COC(=O)c1cc([N+](=O)[O-])ccc1N1CCOCC1)NCCc1ccccc1	15%	3	-5%	3%	-5%	-12%	0.4	-4%
COc1ccccc1C1SCCN1S(C)(=O)=O (stereo not given)	-13%	-4	-2%	-6%	-4%	27%	-0.5	-2%
CCC(=O)N(c1nnc(SCC(=O)Nc2ccccc2Cl)s1)C1CC1	4%	0	0%	0%	1%	1%	-0.5	-23%
Cc1ccc(NC(=S)NC2CCSc3ccccc32)cc1C (stereo not given)	-10%	10	-4%	-7%	-3%	?	-1.1	-11%
O=c1c([N+](=O)[O-])c(O)c2cccc3c2n1CCC3	6%	-27	0%	-13%	-12%[11.6 µM]	-8%	-0.4	-16%
CN(CC(=O)Nc1ccc(Cl)c(Cl)c1)Cc1nnc(-c2ccc(F)cc2)o1	39%	7	-1%	-4%	-7%	15%	0.2	-26%
Cc1csc(NC(=O)c2ccco2)n1	nt	-8	3%	-5%	-16%	9%	2.3	4%
CC(=O)Nc1ccc(S(=O)(=O)Nc2ccc(C)c([N+](=O)[O-])c2)cc1	-8%	-29	1%	-3%	-5%	-2%	-1.4	-3%

Full records from above. Values in the order: FUS yeast rescue	PI5P4K alpha inh	EPAC1 agonist	PLK1 PBD block	WRN inhibitor	Abeta rescue	IL-2 act	EPAC1 antagonist
CCOC(=O)C1CCN(C(=O)COC(=O)c2cc([N+](=O)[O-])ccc2N2CCOCC2)CC1 across the screens: 7%	-5	-2%	-3%	-1%	12%	-4.6	-12%
CCOC(=O)C1CCN(S(=O)(=O)CCNC(=O)c2ccccc2)CC1 across the screens: -12%	-6	12%	5%	4%	-4%	0.3	2%
O=c1c([N+](=O)[O-])c(O)c2cccc3c2n1CCC3 across the screens: 6%	-27	0%	-13%	-12%[11.6 µM]	-8%	-0.4	-16%
O=C(O)CCSc1nc(C(F)(F)F)cc(=O)n1-c1ccccc1 across the screens: 10%	-4	5%	-13%	-3%	7%	-1.7	-10%
COc1ccc(-c2cnnc(N/N=C/c3ccc(O)c(OC)c3)n2)cc1 across the screens: 5%	6	0%	-14%	-9%	-5%	1.8	0%

Reformatted with values under each structure: part of the list above.
Values run as follows: FUS yeast rescue	PI5P4K alpha inh	EPAC1 agonist	PLK1 PBD block	WRN inhibitor	Abeta rescue	IL-2 act	EPAC1 antagonist
- COc1ccccc1NC(=O)CCCN1C(=O)C2CC=CCC2C1=O (stereo not given)
  nt	-6	0%	5%	-6%	10%	-1.9	-12%
- CCOC(=O)C1CCN(S(=O)(=O)CCNC(=O)c2ccccc2)CC1
  -12%	-6	12%	5%	4%	-4%	0.3	2%

Other structures follow:
structure	FUS yeast rescue	PI5P4K alpha inh	EPAC1 agonist	PLK1 PBD block	WRN inhibitor	Abeta rescue	IL-2 act	EPAC1 antagonist
N#C/C(=C(/O)c1cccs1)c1nnc2n1CCCCC2	-9%	2	0%	-4%	-1%	-33%[inhibitor]	1.9	14%
C=CCNC(=S)NNC(=O)c1cccn(Cc2ccc(Cl)cc2Cl)c1=O	26%	-1	8%	-16%	9%	24%	0.7	3%
O=C(CCN1CCN(c2ccccc2)CC1)c1ccc(Cl)cc1	-4%	2	-4%	?	-3%	-7%	-2.7	5%
CCN(CC)C(=O)CN(C#N)c1nc(Cl)nc(N(C)C)n1	-8%	5	11%	-8%	3%	4%	-1.6	-12%
CC(=O)c1cn(CCOc2cc(C)ccc2C)c2ccccc12	-14%	18	-7%	2%	8%	11%	-3.1	6%
Cc1ccc(NC(=O)CN(Cc2ccccc2)S(C)(=O)=O)cc1C	12%	nt	-2%	-1%	5%	-5%	4.7	-3%
CCOC(=O)c1ccccc1NC(=O)Cn1cnc2c1c(=O)n(C)c(=O)n2C	-20%	1	-15%	0%	6%	9%	0.0	10%
O=C(NCc1ccccn1)C1CC(c2ccccc2O)=NO1 (stereo not given)	5%	8	11%	-13%	-7%	-12%	3.0	7%
CCCCn1c(N)c(N(CCOC)C(=O)CC(NC(=O)c2ccccc2Cl)c2ccccc2)c(=O)[nH]c1=O (stereo not given)	5%	3	3%	-10%	-1%	-9%	0.8	-12%
CC1CCCN(CC(=O)NNC(=O)COc2ccc(Br)cc2)C1 (stereo not given)	4%	-10	-1%	-14%	?	-1%	-0.2	-10%
CC(C)CC(=O)Nc1ccc2c(c1)nc(CCN1CCCCC1)n2C	-29%	14	-1%	-5%	2%	0%	-1.4	-15%
CCC(C)N=CC1=C(O)CC(c2ccccc2)CC1=O (stereo not given)	-8%	-6	2%	-1%	-7%	-23%	-0.2	9%
CCCCOC(=O)c1nnc(-c2ccccc2)o1	2%	1	5%	-22%	5%	-21%	-0.2	2%
CCCC(CCC)C(=O)Nc1ccncc1	9%	-9	2%	-8%	0%	0%	-3.7	1%
CC(C)NC(=O)C(=O)NC1CCCCCC1	-3%	-6	2%	1%	-1%	21%	0.5	3%
CCOc1ccc(C2=CSC3=NCCN23)cc1[N+](=O)[O-]	24%	6	6%	-8%	4%	5%	1.1	9%
O=C(CCc1nc2ccccc2c(=O)[nH]1)OCc1ccccc1F	nt	2	-8%	0%	-4%	-4%	-0.7	-10%
CCN(CC)CCOC(=O)c1ccc(NC(=O)CCNC(=O)Cn2ccc3ccccc3c2=O)cc1	11%	0	-3%	2%	0%	-2%	-0.3	1%
Cc1cc(Br)ccc1NC(=O)CN(C)C(=O)c1ccc(-n2cncn2)c([N+](=O)[O-])c1	6%	-2	-7%	-6%	-5%	-1%	0.2	0%
Cn1c(=O)c2c(-c3ccccc3)n(-c3cccc(O)c3)cc2n(C)c1=O	1%	-50*	7%	-23%	-4%	-2%	0.1	-3%
COc1ccc(S(=O)(=O)Nc2ccccc2C(F)(F)F)cc1	2%	nt	-1%	2%	4%	-27%	-1.9	-3%
CNC(=S)N1N=C(c2ccc(C)cc2)CC1c1ccc(Cl)cc1 (stereo not given)	29%	2	0%	-1%	-12%	10%	-1.0	-16%
